HTT ATP protect = cytoprotection in Huntington HTT-Q103 PC12 cell model. 0.14% of 230,000 active. PC12 HTT-Q103 induced, cytoprotection, ATP luminescence, 40 h. Potency, µM (top dose mostly 56.4 µM), without a hit: cytoprotection (ATP increase), usual class: activators. AID 1471;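 note: % of control where 0% means no effect; nearly all actives have a fitted effect of over 45% in size; toxic huntingtin expression switched on by the ecdysone agonist tebufenozide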
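Quantitative HTS on tebufenozide-induced (100 nM) PC12 cells expressing HTTQ103 exon 1–GFP; compounds tested as a concentration series; survival measured via cellular ATP.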
GAA spleen mod = inhibitors or activators of human alpha-glucosidase in spleen homogenate | AID 2112 | human spleen homogenate, 4-MU-alpha-glucoside fluorescence | 0.006% of 240,000 active | Potency, µM (top dose mostly 79.9 µM), inactives show at the highest dose activity change, negative = inhibition, usual class: inhibitors;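 note: 0% = enzyme with vehicle and -100% = no enzyme basal signal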
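AC50 values come from Hill-equation fits of concentration-response data, normalized to no-enzyme and full-activity controls. Enzyme source: 1 ug human spleen homogenate; 1 mM fluorogenic 4-MU glucoside, pH 5.0 citrate buffer, 37 C, 40 min.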
GAA inh = blocks human lysosomal alpha-glucosidase; P10253; purified human GAA, 4-MU-alpha-glucoside fluorescence; Potency, µM (titrated, usually from 76.9 µM), inactives show top-dose activity change, negative = inhibition, actives largely listed as inhibitors; 0.005% of 200,000 active; AID 1466;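 note: plate controls were uninhibited enzyme wells for no effect and no-enzyme background for full effect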
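Read-out is 4-methylumbelliferone fluorescence (Ex 365/Em 440 nm) after NaOH/glycine stop at pH 10. Enzyme 4 nM, substrate 400 uM, pH 5.0 citrate buffer, 20 min room temperature; AC50 from Hill-equation concentration-response.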
HttQ103 aggreg = reduces HttQ103-GFP aggregates in PC12 cells; PC12 HttQ103-GFP aggregates, Acumen cytometry, 40 h; Potency, µM (doses to about 46.1 µM), inactives show top-dose activity change, negative = inhibition, usual class: inhibitors; 1.1% of 220,000 active; AID 1688; note: % is set by controls: 0 for no effect and ±100 for the full control effect; nearly all actives have a fitted effect of over 60% in size
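Using laser scanning cytometry, GFP-positive aggregates were counted after lysis of PC12 cells induced with 100 nM tebufenozide to express HTT exon 1 Q103–GFP. Compounds were tested in titration.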
GAA glycogen mod = alters human alpha-glucosidase cleavage of glycogen; P10253; recombinant GAA, glycogen substrate, Amplex Red glucose oxidase fluorescence; Potency, µM (doses to about 76.4 µM), for inactives: top-dose activity change, negative = inhibition, usual class: inhibitors; 0.38% of 300,000 active; AID 2100;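 note: 0% = full enzyme reaction and -100% = no-enzyme basal signal; the screen sought inhibitors and activators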
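Recombinant enzyme (4 nM final) with compounds titrated up to 77 uM and bovine liver glycogen (30 ug) in citrate pH 5.0, 0.01% Tween-20, 37 C 40 min. Released glucose detected by Amplex Red/glucose oxidase (Ex 573/Em 610); AC50 from Hill fits.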
IMPase Li inh = cell-permeable IMPase inhibitors with lithium potentiation. Potency, µM (series often up to 59.4 µM), inactives show at the highest dose activity, negative = IMPase inhibition, actives largely listed as inhibitors. 0.35% of 210,000 active. CHO-M1 cells, IP1 TR-FRET (IP-One), carbachol + lithium. AID 1457;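 note: IP1 builds up when IMPase is blocked and the TR-FRET signal falls; plate controls were basal vehicle for no effect and high inhibitor control for full effect; nearly all actives have a fitted effect of over 50% in size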
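CHO cells stably expressing M1 receptor (2000/well) were cultured 16–30 h, then exposed to compounds with a small lithium addition for 30 min at 37C. IP1 was measured by TR-FRET competition; AC50 from Hill fits.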
GoLoco inh red = inhibitors of human Gai1-RGS12 GoLoco interaction (red fluorophore). Gai1:RGS12 GoLoco peptide FP, rhodamine, 10 min. AID 880. Potency, µM (titrated, usually from 61.6 µM), for the others: top-dose activity, negative = inhibition, most hits filed as inhibitors. P63096. 0.44% of 230,000 active; active = well fitted inhibition curve with a large enough effect, not every such curve was filed as active; inactive = no such curve, though single readings can be large or run the other way; note: % is set by controls: 0 for no effect and ±100 for the full control effect; nearly all actives have a fitted effect of over 30% in size; many of its hits are not listed in these tables
Target sequence (P63096 whole entry, looked up): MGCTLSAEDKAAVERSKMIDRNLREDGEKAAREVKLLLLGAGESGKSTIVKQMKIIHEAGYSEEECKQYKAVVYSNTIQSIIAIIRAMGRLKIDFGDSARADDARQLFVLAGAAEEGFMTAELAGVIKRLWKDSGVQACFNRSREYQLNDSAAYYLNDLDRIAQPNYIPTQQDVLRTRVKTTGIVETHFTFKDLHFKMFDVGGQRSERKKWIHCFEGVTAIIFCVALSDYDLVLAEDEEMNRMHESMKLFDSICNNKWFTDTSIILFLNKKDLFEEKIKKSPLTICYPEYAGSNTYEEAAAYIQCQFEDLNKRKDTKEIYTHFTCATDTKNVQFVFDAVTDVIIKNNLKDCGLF
* hit, by the source's call; ? = inconclusive; . = not tested or not shown; & = joins results of further samples; [ ] = remark or other dose. Unless noted, calls come from the whole dose curve; as a rule, active = well fitted curve in the direction sought with a large enough effect; inconclusive = small, poorly fitted or top-dose-only effect, or another doubt; inactive = no such curve, though single readings can be large; an effect the other way counts as inactive or inconclusive. Potency is the fitted concentration of half-maximal effect. Some of the compounds tested; count on the stated rates, not on these rows.

SMILES	HTT ATP protect	GAA spleen mod	GAA inh	HttQ103 aggreg	GAA glycogen mod	IMPase Li inh	GoLoco inh red
CCN(c1ccccc1)S(=O)(=O)c1cc(OC)ccc1OC	13%	-1%	-3%	-27%	-17%	14%[38.3 µM]	6%
c1ccc(-c2oc3ncnc(NCCCn4ccnc4)c3c2-c2ccccc2)cc1	-62%[inhibitor]	-3%	7%	-17%	-3%	-13%[38.3 µM]	4%
FC(F)(F)c1cccc(CN2CCC(c3cc(-c4cccs4)n[nH]3)CC2)c1	-124%[inhibitor]	6%	-8%	13%	-5%	1%	9%
O=C(Nc1cccc(S(=O)(=O)NCc2ccco2)c1)c1cc(-c2ccccc2)nc2ccccc12	0%[10 µM]	-2%	4%	19%	-4%	10%	15%
O=C(O)[C@@H]1CCCN1	-4%[10 µM]	.	.	-14%	.	-6%	-5%[14.2 µM]
CCOC(=O)c1cnc2ccc(OCC)cc2c1N(C)Cc1ccccc1	-4%[10 µM]	-14%	-10%	5%	-14%	13%	3%
Cc1cc(/C=N/NC(=O)c2ccc(O)cc2)c(C)n1CC(C)C	6%[10 µM]	11%	-7%	10%[9.22 µM]	14%	.	14%
COCCCNC(=O)c1ccc(Cn2c(=O)c3ccccc3n(Cc3cc(C)ccc3C)c2=O)cc1	-26%	-4%	-2%	-8%	-2%	15%[38.3 µM]	-3%
O=C(Nc1ccc(N2CCOCC2)c(Cl)c1)c1ncn[nH]1	-37%	9%	3%	?	-6%	0%[38.3 µM]	3%
CC(=O)n1c2c(c3ccccc31)OC(N)=C(C#N)C2c1cccc(Cl)c1Cl (centres undefined)	10%[10 µM]	-11%	1%	11%	-7%	-3%	12%
COC(=O)c1cccc(NC(=O)/C(=C\c2ccccc2)NC(=O)c2ccccc2Cl)c1	-12%	-1%	-1%	6%	5%	.	.
CCc1ccc2c(c1)c(N=NC1=NC(=O)CS1)c(O)n2CC	-5%	-16%	-6%	9%	-5%	4%[38.3 µM]	-13%
COc1ccc(CCNC(=O)COc2ccc(N(C)S(=O)(=O)c3ccc(C)cc3)cc2)cc1OC	-17%	10%	-1%	-12%	-12%	9%	6%
CCOC(=O)C1CCC(CNCc2ccc(Cl)cc2)CC1 (centres undefined)	22%[10 µM]	6%	6%	15%	6%	22%	16%
COc1cc2c(C)nc3onc(-c4ccccc4)c3c2cc1OC	-6%	2%	10%	21%	-2%	-48%[38.3 µM]	28%
CCN(CC)c1ccc(NC(=O)Nc2cccc(C(C)=O)c2)cc1	-86%[inhibitor]	4%	-3%	-1%	-12%	23%[38.3 µM]	42%[activator]
O=C(NC1CCCC1)C(c1ccsc1)N(Cc1ccco1)C(=O)Cc1cccs1 (centres undefined)	-25%	2%	-3%	10%	-11%	19%[38.3 µM]	-5%
CCOc1ccc(N(CC(=O)NC2CCCCC2)S(=O)(=O)c2c(C)noc2C)cc1	11%[10 µM]	-12%	-5%	-11%	-1%	9%	-9%
NNC(=O)CCn1c2ccccc2c2ccccc21	9%[10 µM]	-5%	11%	5%[9.22 µM]	4%	8%	16%
CCC(SC1=N/C(=C/c2ccccc2)C(=O)N1c1ccccc1)C(=O)Nc1cc(C)on1 (centres undefined)	0%[10 µM]	8%	-10%	5%	-9%	8%	7%

Reprinted from the part before: four entries, followed by the next part.
SMILES	HTT ATP protect	GAA spleen mod	GAA inh	HttQ103 aggreg	GAA glycogen mod	IMPase Li inh	GoLoco inh red
O=C(NC1CCCC1)C(c1ccsc1)N(Cc1ccco1)C(=O)Cc1cccs1 (centres undefined)	-25%	2%	-3%	10%	-11%	19%[38.3 µM]	-5%
CCOc1ccc(N(CC(=O)NC2CCCCC2)S(=O)(=O)c2c(C)noc2C)cc1	11%[10 µM]	-12%	-5%	-11%	-1%	9%	-9%
NNC(=O)CCn1c2ccccc2c2ccccc21	9%[10 µM]	-5%	11%	5%[9.22 µM]	4%	8%	16%
CCC(SC1=N/C(=C/c2ccccc2)C(=O)N1c1ccccc1)C(=O)Nc1cc(C)on1 (centres undefined)	0%[10 µM]	8%	-10%	5%	-9%	8%	7%
COC(=O)C1OC(=O)C2OC23[C@]2(C)C(O)CC4C(C)(C)C(OC(C)=O)CC(OC(C)=O)[C@@]4(C)C2CC[C@@]13C (some centres undefined)	-30%&-11%	-16%&16%	.	.	.	9%&7%	2%&-6%
O=C(OCc1ccccc1)c1cccc(-c2nnn(Cc3ccccc3)n2)c1	1%	-6%	-6%	?	-2%	37%[activator][38.3 µM]	1%
COc1ccccc1-n1c(=O)c2c3c(sc2n2c(SC(C)C)nnc12)CCC3	6%[10 µM]	-3%	-4%	-2%	-3%	25%[38.3 µM]	4%
Cc1ccc(SCCNC(=O)C(CO)(CO)CO)cc1	-3%	2%	-8%	-22%[9.22 µM]	4%	2%[38.3 µM]	-9%
O=C(Oc1cccc2ccccc12)c1cc(Cl)nc2ccccc12	22%[10 µM]	-2%	2%	?	6%	22%	0%
Brc1cccc(-c2nnc(-c3ccccc3)o2)c1	-33%[inhibitor]	-7%	-4%	-3%	-2%	29%[38.3 µM]	-10%
CC(C)OC(=O)c1cc(C(=O)c2cc(Br)ccc2O)coc1=N	15%	2%	6%	0%	4%	-7%	37%[activator]
CN(C)Cc1ccc(O)c(CN(C)C)n1	-4%[10 µM]	.	.	.	.	2%	5%[14.2 µM]
COC(=O)CSc1nc(N)nc(C)c1Br	3%	3%	-1%	-14%	2%	12%[38.3 µM]	2%
COc1ccccc1Nc1nc(C)cs1	-3%&-8%	-4%&-11%	-5%&-7%	31%&9%	?	2%&-3%[38.3 µM]	0%&8%
CC(CCc1ccco1)NC(=O)Cn1ncc2c1-c1ccccc1OC2 (centres undefined)	-4%	-1%	-7%	7%	3%	23%[38.3 µM]	-17%
COc1ccc(C(C)=O)cc1COC(=O)CNC(=O)c1cc(C)cc(C)c1	-8%[1.9 µM]	-1%	3%	8%	-8%	5%	-29%
COc1ccc(C(=O)NCCN2CCOCC2)cc1OC	9%[10 µM]	6%	2%	-3%	3%	2%	-6%
COc1ccc(OCCCC(=O)Nc2cc([N+](=O)[O-])ccc2C)cc1	-60%[inhibitor][10 µM]	5%	-4%	-17%	6%	12%[38.3 µM]	-2%
O=C(Nc1cccnc1)C1(c2ccccc2)CCCC1	17%	3%	-7%	4%	7%	16%[38.3 µM]	-5%
CCn1c(SCC(=O)Nc2cc3oc4ccccc4c3cc2OC)nnc1-c1cccs1	-10%	-10%	-1%	1%	-4%	28%[38.3 µM]	8%
CSCSC1=C(C#N)C(c2ccccc2Cl)C(C(C)=O)=C(C)N1 (centres undefined)	3%	-1%	-2%	-26%	-12%	6%[38.3 µM]	2%
C=C1C[C@]23CC[C@H]4C(CO)(CO)C[C@@H](O)C[C@@]4(C)[C@@H]2CC[C@H]1C3	-4%	0%	.	.	.	12%	-3%
Cc1ccc(-n2nnnc2-c2cccnc2)cc1	15%[10 µM]	2%	.	-4%[9.22 µM]	0%	.	2%
CCc1nc(SCC(=O)NCc2ccco2)c2c3c(sc2n1)CCCC3	-27%[10 µM]	-6%	4%	4%	3%	7%	9%

Profiles from above:
Results for O=C(Nc1cccnc1)C1(c2ccccc2)CCCC1 = HTT ATP protect: 17%; GAA spleen mod: 3%; GAA inh: -7%; HttQ103 aggreg: 4%; GAA glycogen mod: 7%; IMPase Li inh: 16%[38.3 µM]; GoLoco inh red: -5%
Results for COc1ccc(C(C)=O)cc1COC(=O)CNC(=O)c1cc(C)cc(C)c1 = HTT ATP protect: -8%[1.9 µM]; GAA spleen mod: -1%; GAA inh: 3%; HttQ103 aggreg: 8%; GAA glycogen mod: -8%; IMPase Li inh: 5%; GoLoco inh red: -29%

(next part)
SMILES	HTT ATP protect	GAA spleen mod	GAA inh	HttQ103 aggreg	GAA glycogen mod	IMPase Li inh	GoLoco inh red
NNC(=S)Nc1ccc(S(=O)(=O)N2CCOCC2)cc1	10%[10 µM]	-13%	.	1%[9.22 µM]	?	.	-7%
COc1ccc(S(=O)(=O)N2CCC(C(=O)NCc3cccc(OC)c3)CC2)cc1	-30%	-8%	-6%	7%	-3%	13%[38.3 µM]	2%
O=C(O)CNC(=O)c1ccc2c(c1)OCCO2	15%	2%	-3%	20%	4%	2%[38.3 µM]	-4%
O=C(NCCOc1nc(N2CCCCC2)nc(N2CCCCC2)n1)Nc1ccccc1	-85%[inhibitor]	-2%	-1%	?	8%	20%	4%
Cc1nn(C)c(C)c1CNC(=O)Nc1ccc2c(c1)OCO2	?	0%	0%	7%	7%	-2%	5%
CCCc1cc(=O)c2c(O)ccc(OC)c2o1	5%[10 µM]	-6%	-3%	-1%[9.22 µM]	-3%	.	-3%
Cc1nc([N+](=O)[O-])c(Br)n1Cc1ccc(Cl)c(Cl)c1	7%[10 µM]	-4%	5%	8.9µM*	-9%	-3%	4%
CN(C)CCNc1nc2c(c(=O)n(C)c(=O)n2C)n1C	9%[10 µM]	.	.	.	.	1%	4%[14.2 µM]
Clc1ccc(Nc2nc(C3CC3)cs2)cc1	-15%	1%	-7%	13%	6%	5%[38.3 µM]	6%
Cn1c(=O)n(CCc2ccccc2)c(=O)c2c1ncn2Cc1ccccc1	-1%	2%	-5%	-17%	-8%	3%[38.3 µM]	-9%
COc1ccc(Cl)cc1NC(=O)COC(C)=O	-37%[inhibitor]	-1%	1%	12%	-3%	-1%	2%
O=c1cc(-c2ccccc2)c2ccccc2[nH]1	-26%	4%	5%	?	9%	-4%[38.3 µM]	9%
CN1CCN(C(=O)C2=C[C@H](c3csc4ccccc34)C[C@H](OCCCCO)O2)CC1	11%[10 µM]	-10%	.	-2%[9.22 µM]	2%	2%	2%
COc1cccc(CC2(CO)CCCN(Cc3ccc(CO)o3)C2)c1 (centres undefined)	-30%	0%	-23%	-3%	16%	.	12%
Cc1ccccc1C(OCCN(C(C)C)C(C)C)c1ccccc1 (centres undefined)	-28%[0.074 µM]	-7%	-14%	-6%	3%	26%	0%
